IMPase Li cell = membrane-permeable IMPase blocker, potentiated with lithium; CHO-M1 cells, IP1 TR-FRET (IP-One), carbachol + lithium; Potency, µM (titrated, usually from 59.4 µM), for the others: at the highest dose activity, negative = IMPase inhibition, usual class: inhibitors; actives 0.35% (n = 210,000);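 note: IP1 builds up when IMPase is blocked and the TR-FRET signal falls; potency is the fitted concentration of half-maximal effect; plate controls were basal vehicle for no effect and high inhibitor control for full effect; nearly all actives have a fitted effect of over 50% in size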
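Test compounds were applied to CHO-M1 cells previously cultured for 16–30 h at 2000 per well. A small lithium amount accompanied them; after 30 min at 37C, IP1 was quantified by TR-FRET.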
LMNA splice mod = changes lamin A minigene splicing in HeLa cells; HeLa LMNA splicing GFP/RFP minigene ratio, 48 h; Potency, µM (top dose mostly 46.1 µM), inactives show at the highest dose ratio change, negative = inhibition, hits mostly inhibitors; actives 0.01% (n = 200,000); AID 1487; active = well fitted inhibition curve with a large enough effect in the signal ratio, with a control signal flat, not every such curve was filed as active; inconclusive = small, poorly fitted or top-dose-only effect, or effect the other way, or a change in a side signal; the % refers to the signal ratio; note: potency is the fitted concentration of half-maximal effect; % is set by controls: 0 for no effect and ±100 for the full control effect
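S3 HeLa cells stably expressing lamin A-EGFP splicing minigene plus DsRed2, 600 cells/well, 48 h compound exposure at 37C. Laser-scanning cytometry; analysed as GFP (500-530 nm)/RFP (575-640 nm) total intensity ratio; 0.5% DMSO vehicle.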
Luc counter = counter-screen: inhibitors of Kinase-Glo firefly luciferase; Potency, µM (top dose mostly 38.3 µM), without a hit: top-dose activity change, negative = inhibition, hits mostly inhibitors; Kinase-Glo luciferase, ATP luminescence, 8 min; actives 0.28% (n = 200,000); note: potency is the fitted concentration of half-maximal effect; % is set by controls: 0 for no effect and ±100 for the full control effect; nearly all actives have a fitted effect of over 60% in size
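Luminescence was the read-out, taken after 8-minute incubation at ambient temperature. Luciferase turned over luciferin with 10 uM ATP in imidazole pH 7.2 buffer containing KCl, MgCl2, Tween 20 and BSA.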
GLA spleen mod = alpha-galactosidase A (human) modulation; human spleen homogenate, 4MU-alpha-Gal fluorescence, 40 min; Potency, µM (top dose mostly 80 µM), without a hit: at the highest dose activity change, negative = inhibition, actives largely listed as inhibitors; actives 0.008% (n = 240,000);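 note: potency is the fitted concentration of half-maximal effect; 0% = enzyme with vehicle and -100% = no enzyme basal signal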
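Inhibition or activation of alpha-galactosidase in human spleen homogenate is scored by 4-MU fluorescence after 40 min at 37C, pH 5.0, with 1 mM substrate. AC50s come from concentration-response fitted to the Hill equation.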
CBFb-RUNX1 inh = CBF-beta/RUNX1 interaction disruption; 230,000 tested, under 10 active; Potency, µM (series often up to 59.8 µM), without a hit: at the highest dose activity, negative = inhibition, hits mostly inhibitors; Q01196+Q13951; AlphaScreen CBFb-His/RUNX1-biotin binding, biochemical; note: % of control where 0% means no effect
Target sequence (Q01196 whole entry, looked up): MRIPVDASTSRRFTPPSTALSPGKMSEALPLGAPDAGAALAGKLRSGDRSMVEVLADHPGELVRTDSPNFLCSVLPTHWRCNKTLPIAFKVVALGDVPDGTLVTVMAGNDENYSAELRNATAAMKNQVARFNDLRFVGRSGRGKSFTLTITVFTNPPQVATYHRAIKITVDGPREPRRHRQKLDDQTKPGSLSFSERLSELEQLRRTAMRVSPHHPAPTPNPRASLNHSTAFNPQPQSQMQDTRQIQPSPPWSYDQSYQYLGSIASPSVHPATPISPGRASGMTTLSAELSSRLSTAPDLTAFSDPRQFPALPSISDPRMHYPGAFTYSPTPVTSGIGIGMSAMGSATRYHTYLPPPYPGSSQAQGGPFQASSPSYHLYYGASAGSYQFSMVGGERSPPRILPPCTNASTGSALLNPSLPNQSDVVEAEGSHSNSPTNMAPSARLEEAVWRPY
Target sequence (Q13951 whole entry, looked up): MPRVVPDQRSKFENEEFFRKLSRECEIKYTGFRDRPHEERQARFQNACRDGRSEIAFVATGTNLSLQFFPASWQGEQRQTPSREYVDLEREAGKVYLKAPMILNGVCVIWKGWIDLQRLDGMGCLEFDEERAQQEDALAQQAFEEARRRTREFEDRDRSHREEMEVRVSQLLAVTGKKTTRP
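Inhibition was taken as any reduction in AlphaScreen signal from the CBF-beta–RUNX1 pair (His and biotin tags, 30 nM each), measured after compound (15 min) and bead (90 min) incubations at room temperature.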
Epigenetic reg = regulators of epigenetic silencing causing reporter derepression in mouse cells | murine LDR cells, GFP reporter derepression, 30 h | Potency, µM (titrated, usually from 53.9 µM), for inactives: top-dose GFP activation, most hits filed as activators | actives 0.2% (n = 280,000); note: potency is the fitted concentration of half-maximal effect; % of control where 0% means no effect; nearly all actives have a fitted effect of over 60% in size
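Readout is the number of GFP-expressing murine LDR cells, counted by cytometry following washing. Cells were treated with compound for 30 h at 37 C; the stably integrated CMV-GFP locus is normally silent.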
NPSR antag = antagonists of human neuropeptide S receptor cAMP signaling. AID 1461. Potency, µM (series often up to 38.3 µM), for inactives: top-dose activity change, negative = inhibition, actives largely listed as inhibitors. actives 1% (n = 220,000). CHO-NPSR cells, cAMP TR-FRET, antagonist mode; note: potency is the fitted concentration of half-maximal effect; % is set by controls: 0 for no effect and ±100 for the full control effect; nearly all actives have a fitted effect of over 50% in size; many of its hits are not listed in these tables
Target sequence (Q6W5P4 whole entry, looked up): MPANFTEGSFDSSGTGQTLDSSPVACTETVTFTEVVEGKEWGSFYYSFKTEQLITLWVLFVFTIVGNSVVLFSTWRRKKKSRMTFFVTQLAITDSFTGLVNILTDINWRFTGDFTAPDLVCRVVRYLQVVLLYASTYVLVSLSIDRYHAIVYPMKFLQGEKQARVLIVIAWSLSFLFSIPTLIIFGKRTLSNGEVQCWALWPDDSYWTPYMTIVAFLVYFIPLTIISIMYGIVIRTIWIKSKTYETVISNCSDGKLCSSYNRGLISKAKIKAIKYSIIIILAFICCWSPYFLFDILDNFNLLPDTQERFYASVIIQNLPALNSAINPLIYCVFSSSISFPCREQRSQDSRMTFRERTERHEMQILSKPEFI
Numbers without * were called inactive; ? = inconclusive; · = not tested or not shown; [ ] = remark or other dose. Unless noted, calls come from the whole dose curve; as a rule, active = well fitted curve in the direction sought with a large enough effect; inconclusive = small, poorly fitted or top-dose-only effect, or another doubt; inactive = no such curve, though single readings can be large; an effect the other way counts as inactive or inconclusive.

Value order – NPSR antag	LMNA splice mod	Epigenetic reg	GLA spleen mod	IMPase Li cell	Luc counter	CBFb-RUNX1 inh
> Cc1cccc(C)c1N1CCN(c2nc(N(C)C)oc(=O)c2C#N)CC1
    -11%[46.1 µM]	1%	-1.1%	3%	-2%[38.3 µM]	-1%	4%
> CN(C)CCCN(C(=O)CCSc1ccccc1)c1nc2cc3c(cc2s1)OCO3
    -32%	?	-2.7%	-10%	13%	-2%	7%
> COC(=O)c1cn(CC(=O)NCc2cccs2)c2ccccc12
    2%[46.1 µM]	10%	0.2%	-7%	6%[38.3 µM]	0%	-4%
> C=CCNC(=O)c1cc2nc(C3CC3)cc(C(F)F)n2n1
    8%[46.1 µM]	10%	0.0%	4%	28%[38.3 µM]	-3%	4%
> Cc1ccnn1CC(=O)N/N=C/c1ccc([N+](=O)[O-])s1
    8%	·	0.1%	-23%	·	·	-7%
> O=C(O)CC/C(=C\c1ccc(N2CCOCC2)c([N+](=O)[O-])c1)c1nc2ccccc2s1
    -13%	-30%[46 µM]	1.3%	-7%	-3%	-1%	-10%
> Cn1c(Cn2c(=O)sc3ccccc32)nnc1SCc1ccc(F)cc1
    5%[46.1 µM]	?	-1.0%	3%	-3%	1%	3%
> CCCn1c(SCC(=O)N2CCc3ccccc3C2)nc2c1c(=O)n(C)c(=O)n2C
    13%[46.1 µM]	7%	-0.2%	1%	31%[38.3 µM]	1%	5%
> O=C(NCC1CCCO1)c1ccc2c(=O)n(-c3ccc(F)cc3)c(=S)[nH]c2c1 (centres undefined)
    -19%	·	-1.3%	8%	-7%	1%	16%
> Cc1ccc(C(=O)CSC2=C(C#N)C(c3ccco3)CC(=O)N2)c(C)c1 (centres undefined)
    -2%[46.1 µM]	?	-5.7%	2%	-2%[38.3 µM]	-2%	-22%
> Oc1ccccc1C1=NCCNC(C(F)(F)C(F)F)=C1
    -2%[46.1 µM]	1%	-1.0%	10%	-9%[38.3 µM]	2%	-2%
> Cc1ccc(S(=O)(=O)N2CCOCC2)cc1C(=O)Nc1c(C)n(C)n(-c2ccccc2)c1=O
    -5%[46.1 µM]	7%	-2.5%	-23%	3%[38.3 µM]	-3%	0%
> CCN1C(=O)C(CC(=O)Nc2ccc(F)cc2)N(CCc2ccc(OC)cc2)C1=S (centres undefined)
    -27%	?	4.7%	5%	22%	-6%	5%
> CC1(C(=O)NC2CCCCCCC2)CCC(=O)N1CCN1CCOCC1 (centres undefined)
    13%[46.1 µM]	5%	3.1%	-2%	-15%[38.3 µM]	2%	0%
> O=C(Nc1ccc(F)cc1)Nc1ccccc1NS(=O)(=O)c1cccs1
    15%[46.1 µM]	-27%	0.1%	3%	·	·	-4%
> CCCCNC(=O)CSc1nc2cc3c(cc2c(=O)n1CCCN(CC)CC)OCO3
    2%[46.1 µM]	5%	0.9%	-2%	38%[activator][38.3 µM]	1%	2%
> Cc1ccc(S(=O)(=O)Nc2ccccc2CNc2ncc(Br)cc2Br)cc1
    -42%	?	0.0%	10%	4%	0%	20%
> Cc1c(NC(=O)/C(C#N)=C/c2c(Oc3ccccc3)nc3ccccn3c2=O)c(=O)n(-c2ccccc2)n1C
    -4%	?	0.0%	-8%	6%	3%	-7%
> CC1CCN(S(=O)(=O)c2ccc(NC(=O)Cc3cccs3)cc2)CC1
    -11%[46.1 µM]	-6%	-1.4%	-1%	21%[38.3 µM]	0%	-11%
> O=C1c2ccccc2C(O)N1Cc1ccc2c(c1)OCO2 (centres undefined)
    -13%[46.1 µM]	3%	-1.0%	-2%	-4%[38.3 µM]	0%	1%
> O=c1nc2c(O)cccn2c2c1c(=O)[nH]c1ccccc12
    -37%	?	-1.1%	8%	-18%	1%	6%
> Cc1nnc(SCC2=C(C(=O)O)N3C(=O)C(NC(=O)Cn4nc(C(F)F)c(Cl)c4C)C3SC2)s1 (centres undefined)
    19%	·	-2.6%	-2%	-4%	-1%	-9%
> Nc1ccc(N2CCCCC2)c(S(=O)(=O)Nc2ccc(Cl)cc2)c1
    ?	·	-1.6%	0%	·	·	-16%
> CCc1ccc(OCC(=O)NC(=S)Nc2ccc(Br)c(C)n2)cc1
    -8%	11%[46 µM]	-1.0%	-3%	-14%	-4%	-1%
> C/C(=N/NC(=O)Cc1cccn1C)c1ccccc1
    0%[46.1 µM]	-6%	2.8%	1%	-5%[38.3 µM]	-3%	?
> Cc1cccc(C)c1NC(=O)COC(=O)c1cccnc1
    -32%	·	-5.9%	3%	-1%	-1%	11%
> O=S(=O)(c1ccc(-n2cnnn2)cc1)N(C1CCCCC1)C1CCCCC1
    -12%[46.1 µM]	4%	0.0%	4%	18%[38.3 µM]	5%	-7%
> COc1ccc(C2CC(=O)C3=C(C2)Nc2ccccc2N(C(=O)C2CC2)C3c2cccnc2)cc1OC (centres undefined)
    -8%[46.1 µM]	-1%	-0.7%	-10%	-10%[38.3 µM]	1%	5%
> CCCc1[nH]nc2c1C(c1ccc(O)cc1OCC)C(C#N)=C(N)O2 (centres undefined)
    5%[46.1 µM]	2%	2.2%	-4%	4%[38.3 µM]	-7%	5%
> Cc1ccc2c(c1)C1CCCC3C1N2CC(=O)N3Cc1ccccc1 (centres undefined)
    -25%[46.1 µM]	-2%	-1.4%	8%	17%[38.3 µM]	0%	-10%
> CCOC(=O)c1sc(CS(=O)(=O)c2ccc(Cl)cc2)nc1C
    -4%	·	-1.1%	1%	·	·	3%
> Cn1cccc1CC(=O)N/N=C/c1ccco1
    -6%	·	-0.9%	-15%	·	·	?
> Cn1cc(-c2nc3cncnc3n(Cc3ccccc3Cl)c2=O)c2ccccc21
    ·	?	·	-7%	-12%	·	·
> COc1ccc(-c2cn3cc(Br)cnc3n2)cc1
    -21%	·	1.1%	-6%	-7%	-8%	4%
> CN=C(c1ccc(C)cc1)n1c(=S)nc(-c2ccc(C)cc2)n(C)c1=S
    -54%	?	-2.3%	-5%	8%	-2%	3%
> O=S(=O)(N/N=C/c1ccc(Cl)cc1)c1ccc(Cc2ncc(C(F)(F)F)cc2Cl)s1
    -12%[46.1 µM]	?	0.0%	-10%	17%[38.3 µM]	-4%	-7%
> COc1ccc(S(=O)(=O)NN(C)C(=O)c2nn(-c3ccccc3)ccc2=O)cc1
    8%	·	0.5%	6%	4%	3%	-2%
> CCCc1nnc(SCc2ccc(OCC)cc2)n1N
    11%[46.1 µM]	-8%	0.0%	8%	4%[38.3 µM]	0%	7%
> COc1ccc(-c2nnc(NC(=O)c3ccc(S(=O)(=O)N4CCCc5ccccc54)cc3)o2)cc1
    -16%[46.1 µM]	?	2.7%	4%	-2%[38.3 µM]	-3%	-17%
> Cc1ccc(NC(=O)N2N=C(c3ccc(F)cc3)CC2c2ccc(F)cc2)cc1 (centres undefined)
    -40%	-5%	1.3%	1%	7%	0%	1%
> CC(C)C[C@H](NC(=O)CCn1nnc2ccccc2c1=O)C(=O)O
    13%	·	0.1%	-2%	·	·	-3%
> OB(O)c1ccc(Cl)s1
    ·	·	-0.5%	7%	-1%	-2%	17%
> CCOC(=O)C1=C(C)Nc2ncnn2C1c1ccccc1F (centres undefined)
    -12%[46.1 µM]	-9%	-0.6%	7%	21%[38.3 µM]	4%	3%
> O=C(Nc1ccccc1C(=O)NC(Cc1ccc(O)cc1)C(=O)O)c1ccccc1 (centres undefined)
    15%	·	-2.4%	-5%	-9%	-1%	2%
> Cc1ccc(Oc2nc(C(F)(F)F)nc3ccccc23)cc1
    -10%[46.1 µM]	-4%	-0.1%	3%	10%	9%	14%
> O=C(CCNc1n[nH]c(=O)[nH]c1=O)N1CCOCC1
    -8%[46.1 µM]	-3%	-5.5%	-2%	·	·	7%
> COc1ccc(S(=O)(=O)NCc2ccccc2)cc1
    -14%[46.1 µM]	-7%	-5.2%	2%	30%[38.3 µM]	-5%	-3%
> O=C(Nc1ccc(Cl)cc1Cl)c1n[nH]c(Cn2cncn2)n1
    -2%[46.1 µM]	8%	-1.4%	-2%	-9%[38.3 µM]	-2%	-3%
> O=C(Nc1c(C(=O)NCc2ccco2)cnn1-c1ccccc1)c1ccc(F)cc1
    1%[46.1 µM]	11%	0.0%	-3%	36%[activator][38.3 µM]	7%	-5%
> Cc1cc(C)n2nc(SC(C)C(=O)NCc3ccco3)nc2n1 (centres undefined)
    -16%[46.1 µM]	13%	-0.7%	-2%	-1%[38.3 µM]	5%	5%
> CC(=O)Nc1cc(C(=O)NCc2ccco2)ccc1Sc1ccc(C)cc1
    -9%	2%	-1.8%	1%	-9%	2%	-8%
> Cc1nn(Cc2ccc(Cl)cc2Cl)c(C)c1NC(=O)CCl
    -19%[46.1 µM]	?	12%	9%	5%	-1%	7%
> Cc1cc(Cl)c2ccc(Cl)cc2n1
    -1%[7.67 µM]	·	-1.6%	0%	·	·	8%
> COC(OC)c1nc(SCC(=O)Nc2cccc(Cl)c2)ncc1C(=O)O
    -1%	·	1.0%	-10%	·	·	-11%
> CCOC(=O)C1(CCc2ccccc2)CCN(C(=O)C2=C(C)OCCO2)CC1
    18%	·	-5.4%	-5%	18%	2%	8%
> O=C(NC(=S)N1CCN(c2ccc([N+](=O)[O-])cc2)CC1)c1ccccc1F
    -29%	?	0.0%	-7%	1%	0%	-25%
> O=C(O)c1ccc(-n2c(-c3ccc(Br)cc3)n[nH]c2=S)cc1
    -2%[46.1 µM]	-8%	-1.0%	-6%	0%[38.3 µM]	0%	0%
> O=C(Nc1ccc2c(c1)OCO2)c1ccc(S(=O)(=O)NCC2CCCO2)cc1 (centres undefined)
    -6%[46.1 µM]	-17%	0.0%	2%	25%[38.3 µM]	3%	5%

Gathered by group, the compounds so far with a CF3 group
Value order – NPSR antag	LMNA splice mod	Epigenetic reg	GLA spleen mod	IMPase Li cell	Luc counter	CBFb-RUNX1 inh
> O=S(=O)(N/N=C/c1ccc(Cl)cc1)c1ccc(Cc2ncc(C(F)(F)F)cc2Cl)s1
    -12%[46.1 µM]	?	0.0%	-10%	17%[38.3 µM]	-4%	-7%
> Cc1ccc(Oc2nc(C(F)(F)F)nc3ccccc23)cc1
    -10%[46.1 µM]	-4%	-0.1%	3%	10%	9%	14%

A portion of the library; count on the stated rates, not on these rows.
